NCI-60 one-dose screen, 48 h, at 10 µM unless noted. Numbers give growth in % (100 = growth as untreated, 0 = no growth, -100 = all killed).
SK-MEL-2 = SK-MEL-2 melanoma; hit rate 4.7% among 77,000
HOP-92 = HOP-92 NSCLC cells; hit rate 6.3% among 71,000
EKVX = EKVX NSCLC | hit rate 3% among 71,000 | AID 1794765
SK-MEL-5 = SK-MEL-5 melanoma | AID 1794755 | hit rate 6.4% among 80,000
HOP-62 = HOP-62 NSCLC; hit rate 3.9% among 80,000
SK-MEL-28 = SK-MEL-28 melanoma; hit rate 4.1% among 81,000
M14 = M14 melanoma | hit rate 6.2% among 80,000 | AID 1794745
A549/ATCC = A549/ATCC NSCLC; AID 1794740; hit rate 3.7% among 81,000
Active calls of the source: *. The calls were made as follows: active = growth percent below 10; inactive = the rest. Compounds as they come. About 11% of those tested had a hit in this group.

Screening CCOC(=O)C1=C(CSC(=S)N2CCN(c3ccccc3)CC2)N(C)C(=O)NC1c1ccccc1 (stereo unspecified) returned SK-MEL-2 83, HOP-92 83, SK-MEL-5 77, HOP-62 89, SK-MEL-28 103, M14 93 and A549/ATCC 73.
`CCOC(=O)Nc1cc(Cl)ccc1O` gave SK-MEL-2 88, HOP-92 81, EKVX 87, SK-MEL-5 85, HOP-62 77, SK-MEL-28 100, M14 89 and A549/ATCC 68.
`CN(C)c1ccc(-c2n[nH]c(Cn3nnnc3-c3ccccc3)n2)cc1` gave SK-MEL-2 99, EKVX 99, SK-MEL-5 108, HOP-62 113, SK-MEL-28 111, M14 93 and A549/ATCC 110.
`FC(F)(F)c1ccc(-c2cnn3cc(-c4ccccc4)cnc23)cc1` gave SK-MEL-2 82, HOP-92 99, EKVX 104, SK-MEL-5 107, HOP-62 107, SK-MEL-28 109, M14 106 and A549/ATCC 88.
Screening Clc1cnnc(Cl)c1Cl returned SK-MEL-2 139, HOP-92 78, EKVX 94, SK-MEL-5 106, HOP-62 106, SK-MEL-28 104, M14 106 and A549/ATCC 94.
O=C1c2ccccc2C(=O)c2cc(O)ccc21 was read as SK-MEL-2 112, HOP-92 102, SK-MEL-5 99, HOP-62 90, SK-MEL-28 108, M14 100 and A549/ATCC 100.
`O=C1C(=Nc2cccc(Cl)c2)CC(c2ccc(Cl)cc2)N1c1cccc(Cl)c1` (stereo unspecified) gave SK-MEL-2 100, EKVX 92, SK-MEL-5 84, HOP-62 113, SK-MEL-28 104, M14 104 and A549/ATCC 92.
COc1ccc(-c2nc3sc(C)nn3c2/C=C2/C(=O)Nc3ccc(Cl)cc32)cc1 was read as SK-MEL-2 95, HOP-92 65, SK-MEL-5 37, HOP-62 91, SK-MEL-28 99, M14 82 and A549/ATCC 79.
Screening N#Cc1c(N=Cc2ccc(Cl)cc2)n[nH]c1Nc1ccccc1 returned SK-MEL-2 107, HOP-92 88, EKVX 95, HOP-62 108, SK-MEL-28 101, M14 101 and A549/ATCC 106.
For COc1ccc(CCNC(=O)/C=C\C(=O)O)cc1OC the results were SK-MEL-2 104, HOP-92 102, SK-MEL-5 107, HOP-62 102, SK-MEL-28 100 and M14 104.
For Nc1nc(N)nc(N2CCCCC2)n1 the results were SK-MEL-2 100, HOP-92 97, EKVX 107, SK-MEL-5 100, HOP-62 104, SK-MEL-28 114, M14 111 and A549/ATCC 104.
Screening Cc1cc(OCC(=O)Nc2ccccc2)nc2[nH]c(=O)sc12 returned SK-MEL-2 106, HOP-92 114, EKVX 100, SK-MEL-5 101, HOP-62 100, SK-MEL-28 119, M14 103 and A549/ATCC 106.
Cc1ccc2c(CSc3nc(-c4ccc(F)cc4)c(C#N)c(=O)[nH]3)cc(=O)oc2c1 was read as HOP-92 102, EKVX 98, SK-MEL-5 91, HOP-62 98, SK-MEL-28 98, M14 113 and A549/ATCC 90.
`Cc1ccccc1[P+](Cc1ccccc1)(c1ccccc1)c1ccccc1` gave SK-MEL-2 -23*, HOP-92 -22*, SK-MEL-5 -14*, HOP-62 32, SK-MEL-28 27, M14 15 and A549/ATCC 20.
`COc1ccc(Cn2cc3c(c2-c2cc(OC)c(OC)c(OC)c2)CCc2c(CN4CCCC4)noc2-3)cc1` gave SK-MEL-2 57, HOP-92 76, EKVX 38, SK-MEL-5 21, HOP-62 34, SK-MEL-28 61 and A549/ATCC 26.
Screening NCC(=O)c1ccc2oc3ccccc3c2c1 returned SK-MEL-2 120, EKVX 100, SK-MEL-5 105, HOP-62 116, SK-MEL-28 111, M14 105 and A549/ATCC 109.
Screening Oc1ccc2ccccc2c1CNc1nc2ccccc2[nH]1 returned SK-MEL-2 71, HOP-92 83, SK-MEL-5 72, HOP-62 99, SK-MEL-28 105, M14 102 and A549/ATCC 93.
O=C(c1nc2ccccc2[nH]1)C1C(c2ccc(Cl)cc2)C2CSCN2[C@@]12C(=O)Nc1ccccc12 (stereo partly specified) was read as SK-MEL-2 110, HOP-92 100, EKVX 81, SK-MEL-5 92, HOP-62 92, SK-MEL-28 92, M14 79 and A549/ATCC 81.
For C=C1C(=O)O[C@H]2[C@H]1CC/C(C=Nc1ncncc1N)=C\CC[C@@]1(C)O[C@@H]21 the results were SK-MEL-2 92, HOP-92 84, EKVX 68, SK-MEL-5 103, HOP-62 92, SK-MEL-28 81, M14 84 and A549/ATCC 90.
Screening COc1ccc(-c2cc3c(nn2)-c2ccccc2C3=O)cc1 returned SK-MEL-2 65, HOP-92 98, SK-MEL-5 85, HOP-62 -14*, SK-MEL-28 -49*, M14 43 and A549/ATCC 2.3*.
CC(=O)c1cc(Cl)ccc1Cl was read as SK-MEL-2 113, HOP-92 100, EKVX 99, SK-MEL-5 104, HOP-62 100, SK-MEL-28 102, M14 99 and A549/ATCC 98.
Screening CCCCOc1ncnc2c1CC(C)c1cc(Cl)ccc1N2C (stereo unspecified) returned SK-MEL-2 93, HOP-92 106, EKVX 91, SK-MEL-5 108, HOP-62 77, SK-MEL-28 103, M14 97 and A549/ATCC 96.
Cc1cc(C(=O)Nc2sc3c(c2C(N)=O)CCC(=O)C3)ccc1OCCN1CCCCC1 was read as SK-MEL-2 106, HOP-92 113, EKVX 107, HOP-62 119, SK-MEL-28 115, M14 108 and A549/ATCC 81.
`Cc1ccc(S(=O)(=O)Oc2ccc(Br)cc2Br)cc1` gave SK-MEL-2 75, HOP-92 82, EKVX 83, SK-MEL-5 78, HOP-62 77, SK-MEL-28 93, M14 79 and A549/ATCC 64.
Cc1c(Cl)cccc1NC(=O)c1sc2nc3c(cc2c1N)C(=O)CCC3 was read as SK-MEL-2 18, SK-MEL-5 9.8*, HOP-62 34, SK-MEL-28 44, M14 3.7* and A549/ATCC 17.
Cc1ccc(C(=O)c2ccc(CC(=O)N/N=C/c3cccc(O)c3O)n2C)cc1 was read as SK-MEL-2 95, HOP-92 56, EKVX 59, SK-MEL-5 35, HOP-62 50, SK-MEL-28 80, M14 29 and A549/ATCC 59.
NCCC(=O)Nc1nc2c(s1)C[C@@H](NC(=O)c1cc(Cl)c(Cl)[nH]1)CC2 was read as SK-MEL-2 105, HOP-92 104, EKVX 98, SK-MEL-5 92, HOP-62 104, SK-MEL-28 102, M14 102 and A549/ATCC 99.
`CCCCOc1nc2ccc(C)cc2cc1/C=C/c1cc(/C=C/c2cc3cc(C)ccc3nc2OCCCC)n(-c2ccccc2)n1` gave HOP-92 103, EKVX 107, SK-MEL-5 112, HOP-62 84, SK-MEL-28 114, M14 101 and A549/ATCC 93.
`N#CCCCCOCCCCC#N` gave SK-MEL-2 113, HOP-92 101, SK-MEL-5 95, HOP-62 99, SK-MEL-28 107, M14 92 and A549/ATCC 97.
For Cc1ccc(Cn2cc(CSc3nc4ccccc4s3)nn2)cc1 the results were SK-MEL-2 88, HOP-92 98, EKVX 107, SK-MEL-5 103, HOP-62 93, SK-MEL-28 107, M14 98 and A549/ATCC 106.
For COc1ccc(-c2cc(-c3cccs3)n3nc(Nc4ccccc4)c(-c4nc5ccccc5s4)c3n2)cc1 the results were SK-MEL-2 115, HOP-92 97, EKVX 95, SK-MEL-5 102, HOP-62 97, SK-MEL-28 108, M14 101 and A549/ATCC 95.
N#C/C(=C/NC(=S)Nc1ccccc1)C(N)=O was read as SK-MEL-2 103, HOP-92 103, EKVX 103, SK-MEL-5 101, HOP-62 87, SK-MEL-28 109, M14 100 and A549/ATCC 96.
`Cc1cc2c3c(cccc3c1)C(=O)c1ccccc1-2` gave SK-MEL-2 105, HOP-92 108, EKVX 78, SK-MEL-5 95, HOP-62 99, SK-MEL-28 105, M14 93 and A549/ATCC 104.
COc1cc(-c2nc(N=Nc3c(O)[nH]c4ccc(C)cc34)[nH]c(=O)c2C#N)cc(OC)c1OC was read as SK-MEL-2 96, HOP-92 88, EKVX 94, HOP-62 97, SK-MEL-28 108, M14 99 and A549/ATCC 102.
Screening Cc1ccc(S(=O)(=O)NCCCNc2nccc(-c3[nH]c(-c4ccccc4)nc3-c3ccc(Cl)c(O)c3)n2)cc1 returned SK-MEL-2 67, HOP-92 104, EKVX 102, SK-MEL-5 72, HOP-62 105, SK-MEL-28 44 and A549/ATCC 97.
Screening COc1cc2c(c(OC)c1C(=O)CC(O)c1ccccc1)C=CC(C)(C)O2 (stereo unspecified) returned SK-MEL-2 96, HOP-92 86, EKVX 91, SK-MEL-5 96, HOP-62 99, M14 109 and A549/ATCC 94.
Screening C=CCN1C(=O)/C(=C/c2cccs2)SC1=Nc1ccc(Cl)c(Cl)c1 returned SK-MEL-2 97, HOP-92 88, EKVX 102, SK-MEL-5 98, HOP-62 104, SK-MEL-28 106, M14 120 and A549/ATCC 93.
For Nc1nc(Cl)cc(Nc2ccccc2Cl)n1 the results were SK-MEL-2 84, HOP-92 102, EKVX 110, SK-MEL-5 108, HOP-62 93, SK-MEL-28 126, M14 110 and A549/ATCC 90.
`COc1cc(CNC(=O)Cc2ccccc2)ccc1OCc1cn(-c2ccccc2[N+](=O)[O-])nn1` gave SK-MEL-2 109, HOP-92 111, EKVX 86, SK-MEL-5 97, HOP-62 96, SK-MEL-28 103, M14 105 and A549/ATCC 102.
`CC1(C)C(=O)/C(=C\c2ccccn2)C[C@]2(C)[C@H]3CC[C@@H]4[C@@H](C(=O)/C=C/c5ccccn5)CC[C@@]4(C)[C@]3(C)CC[C@@H]12` gave SK-MEL-2 -26*, HOP-92 -32*, EKVX -16*, SK-MEL-5 -82*, HOP-62 -27*, SK-MEL-28 -32*, M14 3.5* and A549/ATCC 5.3*.
`COc1ccc(C(=O)N2c3ccccc3Sc3ccccc32)c(C(F)(F)F)c1` gave SK-MEL-2 47, HOP-92 15, EKVX 46, SK-MEL-5 5.3*, HOP-62 43, SK-MEL-28 52, M14 2.2* and A549/ATCC 25.
`O=C(CCBr)OCCc1ccccc1` gave HOP-92 93, EKVX 105, SK-MEL-5 102, HOP-62 102, SK-MEL-28 104, M14 100 and A549/ATCC 96.
For COc1cc2c(=O)n(CCN)c3c4cc5c(cc4ccc3c2cc1OC)OCO5 the results were SK-MEL-2 47, HOP-92 50, EKVX 53, SK-MEL-5 -79*, HOP-62 -51*, SK-MEL-28 -71*, M14 -51* and A549/ATCC -76*.
For c1cnc2[nH]cc(-c3csc(-c4c[nH]c5ncccc45)n3)c2c1 the results were SK-MEL-2 108, EKVX 58, SK-MEL-5 103, HOP-62 98, SK-MEL-28 113, M14 97 and A549/ATCC 110.
Screening Cc1ccc2c(n1)C(=O)C(Cl)=C(Nc1ccc(S(=O)(=O)Nc3cc(C)on3)cc1)C2=O returned SK-MEL-2 112, HOP-92 106, EKVX 102, SK-MEL-5 101, HOP-62 105, SK-MEL-28 119, M14 113 and A549/ATCC 120.

Entries from the list above with a cyano group (five):
Screening N#Cc1c(N=Cc2ccc(Cl)cc2)n[nH]c1Nc1ccccc1 returned SK-MEL-2 107, HOP-92 88, EKVX 95, HOP-62 108, SK-MEL-28 101, M14 101 and A549/ATCC 106.
Cc1ccc2c(CSc3nc(-c4ccc(F)cc4)c(C#N)c(=O)[nH]3)cc(=O)oc2c1 was read as HOP-92 102, EKVX 98, SK-MEL-5 91, HOP-62 98, SK-MEL-28 98, M14 113 and A549/ATCC 90.
`N#CCCCCOCCCCC#N` gave SK-MEL-2 113, HOP-92 101, SK-MEL-5 95, HOP-62 99, SK-MEL-28 107, M14 92 and A549/ATCC 97.
N#C/C(=C/NC(=S)Nc1ccccc1)C(N)=O was read as SK-MEL-2 103, HOP-92 103, EKVX 103, SK-MEL-5 101, HOP-62 87, SK-MEL-28 109, M14 100 and A549/ATCC 96.
COc1cc(-c2nc(N=Nc3c(O)[nH]c4ccc(C)cc34)[nH]c(=O)c2C#N)cc(OC)c1OC was read as SK-MEL-2 96, HOP-92 88, EKVX 94, HOP-62 97, SK-MEL-28 108, M14 99 and A549/ATCC 102.
